Chronic BCR inh = blocks chronic active B-cell receptor signaling. ABC-DLBCL IkBa-CBG/CBR reporter, luminescence ratio, 4 h. Potency, µM (top dose mostly 46.1 µM), for inactives: at the top dose ratio change, negative = lower green/red ratio, actives largely listed as inhibitors. actives 0.05% (n = 340,000); active = well fitted inhibition curve with a large enough effect in the signal ratio, with a control signal flat, not every such curve was filed as active; inconclusive = small, poorly fitted or top-dose-only effect, or effect the other way, or a change in a side signal; the % refers to the signal ratio;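 also: potency is read from the fitted curve at half-maximal effect; plate controls were basal doxycycline-induced cells for no effect and cells given 10 µM MG132 for full effect; MG132 reads +100%, hits lower the ratio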
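Concentration-response series (up to 46 uM) were applied to TMD8 dual-reporter cells for 4 h at 37C with doxycycline. Green/red ratio, after filter-overlap correction, defined %Activity; red signal alone was normalised to basal cells and zero luminescence.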
FBPA coupling cs = coupling enzyme interference in Giardia aldolase counter-screen. actives 0.67% (n = 290,000). coupling enzyme system counterscreen, AmpLite Red fluorescence. activity change, negative = inhibition, % at 58.2 µM, hits read low; in the data active = activity change below about -30%; also: % is scaled to controls: 0 for no effect and ±100 for the full control effect
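Fluorescence at 525 nm excitation and 598 nm emission measured inhibition of the coupled detection system without aldolase. Compounds (at 57.5 uM final) were preincubated 10 min at room temperature with coupling enzyme reagent before a 20 min substrate/AmpLite Red step.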
A-T KAP1 phos = potential ataxia-telangiectasia treatment; […] A-T fibroblasts, KAP-1 phosphorylation AlphaLISA; neocarzinostatin DNA damage 30 min before lysis; AID 485349; actives 0.19% (n = 320,000); Potency, µM (series often up to 57.5 µM), without a hit: at the highest dose activation, most hits filed as activators; also: potency is read from the fitted curve at half-maximal effect; % of control where 0% means no effect; nearly all actives have a fitted effect of over 45% in size
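ATM-like activity read as KAP-1 phosphorylation via AlphaLISA donor/acceptor antibody pairs after lysis and 6 hr at 25C. Cells were ATM-null patient fibroblasts ([…], hTERT), dosed 60 min, then exposed to the DSB inducer NCS for 30 min.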
CXXC DNA block = inhibitors of human MLL CXXC domain-DNA interaction; MLL-CXXC / FITC-HOXA9 DNA fluorescence polarization; Q03164; Potency, µM (titrated, usually from 115 µM), without a hit: at the top dose activity change, negative = inhibition, most hits filed as inhibitors; actives 0.037% (n = 290,000); active = well fitted inhibition curve with a large enough effect in the polarisation, with a control signal flat, not every such curve was filed as active; inconclusive = small, poorly fitted or top-dose-only effect, or effect the other way, or a change in a side signal; inactive = no such curve, though single readings can be large or run the other way; the % refers to the polarisation; also: potency is read from the fitted curve at half-maximal effect
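Steps: dispense CXXC domain solution (7 uM) → pin compounds or unlabeled HOX-A9 DNA control → 5 min ambient → add FLSN-HOX-A9 solution (50 nM) → spin → 30 min ambient → fluorescence polarization. Tris pH 7.5/NaCl/DTT/BSA buffer.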
GALK inh = galactokinase (human) inhibition; Potency, µM (top dose mostly 57.5 µM), for inactives: top-dose activity change, negative = inhibition, most hits filed as inhibitors; actives 0.007% (n = 270,000); Purified GALK, Kinase-Glo residual ATP luminescence; P51570; AID 1868; also: potency is read from the fitted curve at half-maximal effect; % is scaled to controls: 0 for no effect and ±100 for the full control effect
Target sequence (P51570 whole entry, looked up): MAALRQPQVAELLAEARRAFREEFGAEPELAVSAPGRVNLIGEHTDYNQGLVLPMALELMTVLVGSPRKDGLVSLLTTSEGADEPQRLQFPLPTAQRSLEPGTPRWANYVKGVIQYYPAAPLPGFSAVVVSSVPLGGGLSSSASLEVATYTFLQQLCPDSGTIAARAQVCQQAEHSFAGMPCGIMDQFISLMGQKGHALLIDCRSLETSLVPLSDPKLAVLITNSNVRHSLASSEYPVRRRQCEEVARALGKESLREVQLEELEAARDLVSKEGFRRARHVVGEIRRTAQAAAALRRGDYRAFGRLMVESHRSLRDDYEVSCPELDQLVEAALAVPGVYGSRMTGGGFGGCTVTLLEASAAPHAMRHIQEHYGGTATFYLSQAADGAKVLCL
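GALK at 5 nM final was combined with compound, 35 uM ATP and 100 uM galactose in HEPES pH8.0 with MgCl2 and DTT. The reaction ran one hour at room temperature before luminescent ATP detection.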
TCR activator = activates T cell receptor signaling | AID 504894 | Potency, µM (series often up to 9.22 µM), without a hit: top-dose activation of IL-2 secretion, actives largely listed as activators | primary human leukocytes, anti-CD3, IL-2 HTRF, 48 h | 330,000 tested, under 10 active; also: % of control where 0% means no effect
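HTRF read-out of IL-2 secretion: europium cryptate donor excited at 320nm, d2 acceptor emission at 665nm. Cells were primary human leukocytes incubated 48 hr with compounds and a-CD3 beads, supplying TCR signal only.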
Tb PFK inh = blocks T. brucei phosphofructokinase | O15648 | T. brucei PFK, ADP-Glo luminescence | Potency, µM (series often up to 57.5 µM), inactives show at the top dose activity, negative = inhibition, usual class: inhibitors | actives 0.17% (n = 330,000);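 also: potency is read from the fitted curve at half-maximal effect; 0% = uninhibited 1x PFK enzyme wells and -100% = no-enzyme wells; nearly all actives have a fitted effect of over 60% in size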
Target sequence (O15648 whole entry, looked up): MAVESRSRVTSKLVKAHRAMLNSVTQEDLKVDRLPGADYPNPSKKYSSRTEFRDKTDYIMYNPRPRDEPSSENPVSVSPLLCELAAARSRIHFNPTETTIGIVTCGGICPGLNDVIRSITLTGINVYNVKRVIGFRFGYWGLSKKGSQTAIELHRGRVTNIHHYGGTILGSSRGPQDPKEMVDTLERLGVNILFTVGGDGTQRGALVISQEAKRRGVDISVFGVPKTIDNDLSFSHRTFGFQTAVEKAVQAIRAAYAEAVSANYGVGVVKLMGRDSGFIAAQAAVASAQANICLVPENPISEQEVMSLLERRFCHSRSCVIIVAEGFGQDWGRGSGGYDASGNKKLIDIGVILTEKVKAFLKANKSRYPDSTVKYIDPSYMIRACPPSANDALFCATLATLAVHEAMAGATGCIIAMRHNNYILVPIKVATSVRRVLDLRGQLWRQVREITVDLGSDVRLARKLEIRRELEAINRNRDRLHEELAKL
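PFK 1.25 nM, F6P 0.5 mM, ATP 0.1 mM, 0.1 M TEA pH 8.0, 5 mM MgCl2, 0.01% Tween20, 0.1% BSA; 45 min RT. ADP-Glo readout. qHTS titration up to 57 uM; curves fitted, compounds curve-classed.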
Giardia kill = kills Giardia lamblia; actives 0.15% (n = 340,000); activity change, % at 7.66 µM, hits read low; Giardia lamblia trophozoite viability; in the data active = activity change below about -80%; inconclusive = between about -30% and that limit;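 also: parasites exposed to compound for two days anaerobically before the ATP read; % is scaled to controls: 0 for no effect and ±100 for the full control effect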
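Trophozoites 100 cells/well + cpd; 48 hrs, 37 deg C, anaerobic. ATPLite 1-Step added, 15-30 min RT, luminescence read (ATP-based viability).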
TSHR antagonist = human thyrotropin receptor antagonism | activity change, negative = inhibition, % at 11.5 µM | AID 504810 | P16473 | actives 0.2% (n = 330,000) | TSHR-expressing cells, TSH-stimulated cAMP HTRF, 2 h; active compounds read low;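 active = activity change below a set negative limit, meaning inhibition stronger than a set level, cut at about -70% in these data; inconclusive = activity change between two set negative limits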; also: % is scaled to controls: 0 for no effect and ±100 for the full control effect
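Competitive HTRF cAMP read-out (cryptate anti-cAMP antibody, cAMP-d2; 30 min, room temperature) in freshly harvested TSHR cells. Compounds added before TSH at EC80 (4nM final), followed by 2 hours' incubation at 37 deg C.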
hERG WT inh = KCNH2 (human, wildtype) channel inhibition; activity change, % at 1.84 µM; actives 0.37% (n = 340,000); U2OS, BacMam KCNH2, thallium flux FluxOr; active compounds read low;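 active = maximum activity change below -70%; inconclusive = maximum activity change between -70% and -50%; inactive = maximum activity change above -50%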; also: % is scaled to controls: 0 for no effect and ±100 for the full control effect
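U2OS cells were transduced with wild-type KCNH2 virus (2.03 x 10^8 / mL) for 4 h at room temperature, then cultured overnight at 37 C. Thallium flux was read with FluxOr dye. Rate constants were normalized to DMSO controls.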
* = called active by the depositor; u = inconclusive; x = no result given; & = joins results of further samples; [ ] = dose if it differs, or a comment. Unless noted, calls follow the shape of the dose curve; as a rule, active = well fitted curve in the direction sought with a large enough effect; inconclusive = small, poorly fitted or top-dose-only effect, or another doubt; inactive = no such curve, though single readings can be large; an effect the other way counts as inactive or inconclusive.

Values run as follows: Chronic BCR inh	FBPA coupling cs	A-T KAP1 phos	CXXC DNA block	GALK inh	TCR activator	Tb PFK inh	Giardia kill	TSHR antagonist	hERG WT inh
(1) CCOc1ccc(-c2cc(CCCC(=O)NCc3ccc(C)cc3)no2)cc1
 : u	0	4%	-1%	2%	-2%	2%	-2	-18	9
(2) CC1(C)Cc2nc3sc(C(=O)NCCCO)c(N)c3cc2CS1
 : 2%	-7	1%	-6%	-5%	-1%	6%	15	5	2
(3) CN(C)CCCOc1cccc(Cl)c1
 : -2%	1	2%	-4%	1%	5%[46.1 µM]	-9%	-6	5	7
(4) COc1ccccc1N1CCN(C(=O)Cn2c(=O)oc3cc(S(=O)(=O)N4CCCC4)ccc32)CC1
 : -1%	3	-4%	1%	x	1%	-4%	-14	17	14
(5) CN(C)CCN1C(=O)c2oc3ccc(Cl)cc3c(=O)c2C1c1cccc(Br)c1 (stereo not given)
 : -2%	1	4%	10%	1%	-3%	0%	22	0	-17
(6) CCn1nc(C)c(CNC(=O)C2CCC(=O)N(Cc3cccc(F)c3)C2)c1C (stereo not given)
 : -3%	4	10%	1%	6%	10%	0%	-16	14	-16
(7) Nc1nc(NC(=O)c2ccc(Cl)cc2)nn1-c1ccccc1
 : u	-4	3%	13%	1%	3%[46.1 µM]	5%	16	10	2
(8) COc1ccc(CCNC(=O)CN(C2CCCCC2)S(C)(=O)=O)cc1OC
 : -1%	-2	8%	-2%	3%	-7%	-8%	34[activator]	36	-1
(9) CCOC(=O)/C(C#N)=C/c1cc2cc(C)c(C)cc2nc1Cl
 : -9%	0	u	1%	-2%	-2%	-12%	0	-2	0
(10) N#Cc1cccc(NC(=O)Cc2ccccc2)c1
 : 7%	1	0%	5%	-1%	4%	0%	7	0	-12
(11) Cc1ccc(-c2ccnc3nc(-n4cccc4)nn23)o1
 : 15%	3	3%	-1%	0%	9%	6%	13	10	3
(12) CC(C)COc1ccc(C(=O)N/C(=C\c2cccc([N+](=O)[O-])c2)C(=O)O)cc1
 : 0%	12	10%	-17%	0%	8%	4%	15	-11	-7
(13) C/C(CCC(C)C)=N\Nc1ccc(S(N)(=O)=O)cc1[N+](=O)[O-]
 : u	-1	-2%	7%	5%	-19%	-1%	8	2	0
(14) COc1cccc(C(=O)NNc2nc(C)cc(C)n2)c1
 : -6%	1	2%	6%	x	-1%[46.1 µM]	3%	-10	3	-4
(15) Cc1cc(C)n2nc(SC(C)C(=O)NC3CCCCC3C)nc2n1 (stereo not given)
 : 2%	x	-5%	x	x	x	-6%	14	-2	6
(16) Cn1c(=O)c2c(nc(Oc3ccccc3)n2C)n(C)c1=O
 : u	0&5	1%&1%	-4%&17%	-3%&0%	-4%	3%&-1%	17	-8&0	7
(17) COc1cccc(C(=O)NC2CCN(CC(=O)Nc3ccccc3Cl)CC2)c1
 : -11%	0	17%	-21%	-2%	2%	-1%	-3	5	8
(18) CC1CCC2(CC1)NC(=S)N(c1ccccc1)N2 (stereo not given)
 : 15%	5	x	4%	3%	1%	-26%	3	25	4
(19) CC1(C)OC(=O)N(Cc2ccco2)C1(C)O (stereo not given)
 : -1%	0	-3%	-3%	2%	4%	-10%	1	12	3
(20) C1CCN(Cc2nnnn2CC2CCCO2)CC1 (stereo not given)
 : 1%	2	-4%	6%	0%	1%	-3%	-19	8	0
(21) O=C(CN1c2cccc3cccc(c23)S1(=O)=O)N1CCN(c2ccc(F)cc2)CC1
 : -6%	x	-4%	x	x	-6%	0%	27	1	2
(22) CCCSc1ccccc1C(=O)N1CCN(C(=O)c2ccco2)CC1
 : -3%	x	3%	5%	6%	5%	6%	16	-1	11
(23) N/C(=N\OC(=O)c1cccc([N+](=O)[O-])c1)c1ccccn1
 : u	0	9%	4%	-3%	4%	2%	-3	-10	-10
(24) O=C1CCCC/C1=C\Nc1ccccc1C(=O)O
 : -18%	-1	4%	-3%	-6%	0%	-3%	-2	1	-1
(25) COc1ccc(C(C(=O)NC2CCCC2)N(Cc2cccnc2)C(=O)c2snc(C(N)=O)c2N)cc1OC (stereo not given)
 : -1%	4	2%	18%	4%	1%	-3%	3	3	-4
(26) O=C(CCNC(=O)Cn1cnc2ccccc2c1=O)NCCC1=CCCCC1
 : 2%	1	2%	-4%	1%	-4%	6%	0	2	0
(27) CN(C)S(=O)(=O)N(CC(=O)Nc1cccc(F)c1)c1ccccc1
 : u	2	x	-1%	0%	-2%	u	8	1	-20
(28) CCN(C[C@H]1N[C@@](C)(C(=O)OC)[C@H]2C(=O)N(C)C(=O)[C@@H]12)S(=O)(=O)c1ccc(F)cc1
 : 9%	x	6%	x	x	1%	9%	-15	-12	-1
(29) COc1ccc(S(=O)(=O)Nc2ccc3c(c2)C(=O)N([C@H](C)CO)C[C@H](C)[C@H](CN(C)Cc2ccc(C(=O)O)cc2)O3)cc1
 : 0%	x	4%	x	x	0%	-2%	-12	7	-5
(30) CCn1ncc(/C=C/C(=O)C2CC2)c1C
 : -5%	0	4%	7%	3%	-1%[46.1 µM]	4%	6	10	13
(31) COc1ccc(Cl)cc1NC(=O)CCN1C(=O)C2C3CCC(C3)C2C1=O (stereo not given)
 : -1%	0	-6%	0%	-5%	-6%	1%	19	-1	0
(32) COc1ccccc1Nc1nc(NCc2ccco2)nc(N)c1[N+](=O)[O-]
 : u	1	-7%	4%	4%	-12%	-4%	16	-4	-2
(33) C=CCN(c1ccccc1C(=O)NCC(=O)OCC)S(=O)(=O)c1ccc(C)cc1
 : 8%	0	-1%	-2%	x	-4%	0%	-6	1	0
(34) Cc1cc(C(=O)N/N=C/c2ccc(-c3ccc([N+](=O)[O-])cc3C)o2)n[nH]1
 : -11%	-1	-7%	60%	1%	5%	-2%	2	1	-6
(35) O=C(O)COc1ccc(/C=C/c2ccc3cccc([N+](=O)[O-])c3n2)cc1
 : u	-1	-3%	1%	0%	0%[46.1 µM]	24%	-2	-7	-5
(36) Cc1ccc(-n2nnnc2SCC(=O)Nc2ccc3c(c2)OCCO3)cc1C
 : u	0	-1%	-3%	0%	0%[46.1 µM]	-5%	-5	-12	7
(37) COc1ccc(NC(=O)CNC(=O)Cn2ccc3ccccc3c2=O)c(OC)c1
 : -5%	2	4%	14%	-2%	-2%	3%	13	-4	-3
(38) Cc1cc(Cl)ccc1OCC(=O)NCCOc1nc(N2CCOCC2)nc(N2CCOCC2)n1
 : -4%	4	-2%	24%	2%	5%	-7%	-8	-8	0
(39) Cc1ccc(Nc2nc(-c3sc(C)nc3C)cs2)cc1
 : u	-2	-15%	-9%	5%	x	0%	13	-13	0
(40) COc1ccc(NC(=O)CC2C(=O)N(c3ccc(OC)cc3)C(=O)N2Cc2ccc(OC)c(OC)c2)cc1 (stereo not given)
 : -2%	1	-4%	4%	5%	-1%	4%	-16	-8	-1
(41) CCOc1cc2[nH]c(=S)n(Cc3ccc(C(=O)NCCN(CC)CC)cc3)c(=O)c2cc1OCC
 : 0%	-1	9%	51%[activator]	x	-3%	-5%	23	14	-1
(42) COc1ccc(-n2nc(C(=O)NCC(=O)NCCCN3CC(C)CC(C)C3)c3ccccc3c2=O)cc1Cl (stereo not given)
 : -9%	-10	-1%	-10%	-1%	4%	5%	-9	-3	2
(43) COc1cccc2cc(C(N)=O)/c(=N\NC(=O)c3ccccc3)oc12
 : u	2	-2%	15%	x	6%	-3%	-6	-7	-9
(44) CC(C)C(OC(=O)c1nsc(Cl)c1Cl)C(=O)NCC1CCCO1 (stereo not given)
 : 11%	0	-2%	27%	0%	0%	0%	u	50	5
(45) C#CCOCCOCCOCCNc1nc(N2CCN(C(=O)CCCCCCCCCCNC(=O)[C@H](CO)n3cc(CCCSC)nn3)CC2)nc(N2CCN(C(=O)CCCCCCCCCCNC(=O)[C@@H]([C@H](C)O)n3cc(C)nn3)CC2)n1
 : u	x	1%	x	x	x	0%	x	-13	x
(46) CNc1nc(CCN2C(=O)c3ccccc3C2=O)cs1
 : -15%	0	5%	1%	-4%	3%	-2%	-12	22	-7
(47) CN(CC(=O)Nc1ccc2c(c1)OCO2)S(=O)(=O)c1ccc(F)cc1
 : -25%	1	-1%	39%[activator]	0%	1%	0%	-5	5	-1
